PKA-R1A act: activators of PKA-R1A holoenzyme, primary screen, biochemical, fluorescence polarization, Cy5-IP20, bovine R1A, mouse PKAc. AID 504707, 2011. 340,000 compounds, 0.083% hits. PKA-R1A dissociation; scaled: DMSO 0%, 113 µM cGMP 100%. activation, % at 11.4 µM;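 active means percent activation above the mean of all tested compounds plus 3 SD, cut at about 19% in these data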;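 further: higher means more PKAc released from R1A so a rise in polarization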
AddAB inh: growth inhibition of E. coli expressing H. pylori AddAB, primary screen, AddAB inhibitor project, absorbance. inhibition, % at 11.9 µM. 330,000 compounds, 0.29% hits; in the data active means inhibition above about 12%;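 further: 0% = vehicle wells of infected cells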
HTR5A inv ag: HTR5A inverse agonists in luminescence cell assay, primary screen, counter-screen for OPRM1-OPRD1 heterodimer inverse agonist project, full-deck HTS; 5-hydroxytryptamine receptor 5A (Homo sapiens), P47898; HTR5A cell line, inverse agonism; inhibition, % at 9.3 µM; 340,000 compounds, 0.083% hits; in the data active means inhibition mostly above about 23%, no sharp cut-off; inactive means mostly below about 18%;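 further: 0% = cells with DMSO and 100% = no-cell wells with DMSO; some compounds called inactive have numbers as strong as hits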
Target sequence (P47898 whole entry, looked up): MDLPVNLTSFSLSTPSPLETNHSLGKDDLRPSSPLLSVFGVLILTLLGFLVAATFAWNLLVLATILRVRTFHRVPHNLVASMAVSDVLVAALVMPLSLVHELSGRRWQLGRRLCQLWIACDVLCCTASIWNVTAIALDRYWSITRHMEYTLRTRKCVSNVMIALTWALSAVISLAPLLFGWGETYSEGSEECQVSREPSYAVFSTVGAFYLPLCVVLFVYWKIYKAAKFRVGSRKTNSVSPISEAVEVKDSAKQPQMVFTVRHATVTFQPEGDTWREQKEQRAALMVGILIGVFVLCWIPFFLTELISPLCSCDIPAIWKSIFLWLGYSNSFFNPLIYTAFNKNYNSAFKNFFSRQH
SUMO Mot1 rescue: yeast Mot1-301 growth rescue at high temperature, primary screen, SUMOylation pathway inhibitor project, S. cerevisiae, ATP luminescence, 38.5C | 320,000 compounds, 1% hits | AID 2716, 2010 | growth rescue, % at 18.8 µM | S. cerevisiae Mot1-301 growth rescue; percent above DMSO median, 100 means doubled;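 active means every valid replicate shows activation above 250% relative to neutral control wells; inactive means the rest, any valid replicate at or below 250%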;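 further: OY570 slx delta 5 strain wells were the positive control but not used for scaling; some compounds called inactive have numbers as strong as hits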
Tat transport: E. coli Tat export inhibitors, primary screen, MC4100, TorA-mCherry reporter, fluorescence, single point; 340,000 compounds, 0.036% hits; inhibition, % at 10 µM; AID 488895, 2010;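 active means mean replicate inhibition at least 50% and at least half of replicates individually reaching 50%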;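 further: exported cargo escapes ClpAP degradation while cytoplasmic cargo is degraded and loses fluorescence; 0% = median of neutral control wells and 100% = median of NaSCN control wells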
phage Ecoli inh: growth loss of phage-infected E. coli, primary screen, RecBCD inhibitor project, absorbance, with phage, HTS; inhibition, % at 11.9 µM; 360,000 compounds, 0.26% hits; AID 651602, 2012; in the data active means inhibition above about 11%
PKA-R2B activ: activators of PKA-R2B holoenzyme, primary screen, biochemical, fluorescence polarization, Cy5-IP20, human; cAMP-dependent protein kinase catalytic subunit beta (Homo sapiens) + cAMP-dependent …; PKA-R2B holoenzyme dissociation; R2B truncated from residue 108, S112A mutant; 0% DMSO only, 100% 113 µM cGMP; activation, % at 11.4 µM; 340,000 compounds, 0.079% hits;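 active means activation above a cutoff set at the mean over all compounds plus 3 SD, cut at about 18% in these data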;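 further: higher means more holoenzyme dissociation and a rise in polarization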
Target sequence (P31323 whole entry, looked up, other chains not shown, the tested form may be a part): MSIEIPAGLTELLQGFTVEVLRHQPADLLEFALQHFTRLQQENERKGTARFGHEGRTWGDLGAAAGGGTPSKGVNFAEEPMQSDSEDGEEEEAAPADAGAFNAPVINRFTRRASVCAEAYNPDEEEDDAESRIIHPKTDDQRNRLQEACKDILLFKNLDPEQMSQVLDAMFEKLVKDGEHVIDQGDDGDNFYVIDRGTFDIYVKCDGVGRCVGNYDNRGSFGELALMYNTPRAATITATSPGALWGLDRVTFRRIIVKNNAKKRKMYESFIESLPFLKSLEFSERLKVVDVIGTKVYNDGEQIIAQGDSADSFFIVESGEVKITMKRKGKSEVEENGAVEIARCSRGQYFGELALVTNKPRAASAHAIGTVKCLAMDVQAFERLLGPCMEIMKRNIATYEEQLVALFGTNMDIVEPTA
Ecoli viability: E. coli V3065 growth inhibition, primary screen, counter-screen for AddAB inhibitor project, absorbance, OD600. 18 h. inhibition, % at 11.9 µM. 330,000 compounds, 0.27% hits. AID 449728, 2010;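 active means inhibition above the campaign's mean inhibition across all tested compounds plus 3 SD, cut at about 9.9% in these data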;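 further: uninfected addAB+ strain grown without phage in ampicillin broth; 0% = DMSO wells and 100% = ciprofloxacin 0.95 µg/ml wells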
PfHsp90 set2: growth inhibition of PfHsp90-expressing yeast, primary screen, antimalarial PfHsp90 inhibitor project, S. cerevisiae, BacTiter-Glo luminescence, single point, set 2. AID 504621, 2011. inhibition, % at 9.4 µM. 310,000 compounds, 0.32% hits. BacTiter-Glo ATP, 48 h; yeast lacking PDR1 and PDR3 efflux regulators;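 active means every replicate shows inhibition above about 80%, whatever the replicate mean, limit read from the data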;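 further: 0% = DMSO neutral controls and 100% = 20 µM radicicol positive controls; yeast relying on Plasmodium falciparum Hsp90 in place of its own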
MOR-DOR ag: agonists of OPRM1-OPRD1 heterodimerization, primary screen, cell-based, luminescence; cells; AID 504326, 2011; Mu-type opioid receptor (Homo sapiens) + Delta-type opioid receptor (Homo sapiens), …; activation, % at 9.3 µM; 340,000 compounds, 0.3% hits; in the data active means activation above about 18%;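 further: 0% = vehicle-treated cells and 100% = reference agonist; values of inactives mirror those of a sister screen read the other way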
MOR-DOR inv ag: inverse agonists of MOR-DOR heterodimerization, primary screen, cell-based, luminescence | Mu-type opioid receptor (Homo sapiens) + Delta-type opioid receptor (Homo sapiens), … | cell-based MOR-DOR heterodimer luminescence, inverse agonism | inhibition, % at 9.3 µM | 340,000 compounds, 0.21% hits; in the data active means inhibition above about 22%, passing the limit was not always enough;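 further: 0% = cells with DMSO and 100% = wells without cells with DMSO; values of inactives mirror those of a sister screen read the other way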
* = called active by the depositor; . = no result given.

canonical_smiles	PKA-R1A act	AddAB inh	HTR5A inv ag	SUMO Mot1 rescue	Tat transport	phage Ecoli inh	PKA-R2B activ	Ecoli viability	PfHsp90 set2	MOR-DOR ag	MOR-DOR inv ag
COc1cccc(Oc2c(C)oc3c(CN4CCCCC4)c(O)ccc3c2=O)c1	10	-0.5	-9	-20	4	1.5	4	-1.6	-21	-1.4	7
CCCCN1C(=O)c2ccc(C(=O)OCC(=O)NCCc3ccc(S(N)(=O)=O)cc3)cc2C1=O	3	1.2	6	11	-2	4.4	1	1.1	-9	-2.4	12
COCCCNC(=O)c1ccc2c(=O)n(Cc3ccc(Cl)cc3)c(=S)[nH]c2c1	0	1.4	-10	19	9	0.9	2	-0.8	-7	0.3	-2
Cn1c(=O)c2c(nc(Sc3ncnn3CC(=O)NC3CCCCC3)n2C)n(C)c1=O	-2	-1.2	-2	147	23	1.5	-8	-1.8	-6	-1.1	6
C[C@@H]1NC(=O)N[C@@H]1CCCCCC(=O)O	11	-4.1	-12	2	-5	-1.8	11	-2.3	-25	-1.0	6
CCOc1ccc(C(CC(=O)O)NC(=O)c2ccco2)cc1 (stereo not drawn)	-4	0.5	-24	-34	-10	2.4	5	-2.3	.	-2.9	14
C/C(=N\NC(=O)C1(C)NC(C)(C)Cc2ccccc21)c1ccccc1 (stereo not drawn)	-8	1.3	3	157	-2	4.0	6	0.2	4	-3.1	14
CC(=O)c1ccc(NC(=O)C2CC(=O)Nc3nc4ccccc4n32)cc1 (stereo not drawn)	16	-0.4	.	-10	4	-1.2	-5	0.1	-8	.	.
Cc1ccc(C)[n+](CC(=O)N2CCCCC2)c1	-15	.	-47	.	-5	2.8	-10	.	7	1.8	-9
CCN(CC)CC(=O)c1ccc(-c2ccccc2)cc1	-6	0.4	9	-2	1	1.7	-2	-1.0	-15	-10	54*
Cc1cc(NC(=O)CCC(=O)N(CC(=O)NC2CCCC2)c2ccc(F)c(Cl)c2)no1	5	1.0	3	-14	8	0.8	-7	-0.8	-17	1.1	-8
CC1CCN(CCCNC(=O)c2cc3c(s2)-c2ccccc2OC3)CC1	-1	2.9	-5	-21	-3	5.0	-5	0.3	-7	1.4	-7
CC(OC(=O)CCN=C1NS(=O)(=O)c2ccccc21)C(=O)Nc1ccc(F)c(F)c1F (stereo not drawn)	-11	1.5	-12	11	-11	1.9	-16	1.4	-1	-0.7	4
CC(C)(CO)NCc1ccc(Br)cc1	-17	7.0	4	-13	-6	2.4	-2	0.0	-2	-1.8	9
Cc1ccc(Cn2c(=N)c(C(=O)NCCN3CCOCC3)cc3c(=O)n4ccccc4nc32)cc1	-4	0.3	10	6	-2	-1.4	0	-2.3	12	-3.6	18
COc1ccc(/C=C/C(=O)CCC(=O)O)cc1	-8	0.8	4	299	-9	3.6	-6	-0.1	0	-2.9	17
CCCCSC(=S)NC1CCS(=O)(=O)C1 (stereo not drawn)	-2	-2.0	-10	22	-8	4.0	2	-2.9	-6	-1.7	9
Cc1ccn2cc(-c3ccc(O)c(O)c3)nc2c1	-5	0.6	-3	3	6	-0.9	1	1.3	7	0.7	-3
COc1ccc(OC)c(S(=O)(=O)n2nnc3ccccc32)c1	0	-0.3	-30	-18	3	2.1	2	-1.7	-28	-2.2	13
O=C(CNS(=O)(=O)c1ccccc1)Nc1ccc2c(c1)OCO2	3	0.3	6	1	0	4.1	-10	1.1	11	-0.8	4
CCOc1ccccc1N(C(=O)c1ccco1)C(C(=O)NC1CCCC1)c1cccnc1 (stereo not drawn)	-20	0.9	-8	-13	4	1.0	-1	-2.2	27	-1.7	10
CCC(=O)OC1(C(C)=O)CCC2C3CCC4=CC(=O)CCC4(C)C3CCC21C (stereo not drawn)	-2	.	-10	.	-2	2.2	-3	.	-5	-1.2	6
c1ccc(CCn2nnnc2CN2CCc3ccccc32)cc1	-2	1.7	-15	.	5	1.5	-11	-0.5	14	-1.2	7
CC1(C)Oc2ccc(C(=O)NC3CCCC3)cc2N(CC(=O)NC2CCCC2)C1=O	-7	1.6	-5	-21	2	0.7	-1	0.6	.	-1.4	7
COC(=O)c1ccc(-n2c(C)cc(C(=O)COC(=O)CC3Sc4ccccc4NC3=O)c2C)cc1 (stereo not drawn)	-11	0.5	-42	4	8	4.2	0	1.8	21	-0.1	0
CCN(CCCNC(=O)CN(C)S(=O)(=O)c1ccc2c(c1)CCC(=O)N2)c1cccc(C)c1	0	-1.6	-14	-2	-9	2.1	9	-1.2	-37	0.8	-4
O=C1c2ccccc2C(=O)c2[nH]cnc21	-5	.	-15	1	-6	10	0	.	-9	1.4	-7
CCN(CC)S(=O)(=O)c1cccc(C(=O)N[C@H](C(=O)NCc2ccc(Cl)cc2)C(C)C)c1	-5	-1.1	-15	5	8	1.6	-2	0.1	-11	-2.6	16
C/C(=N\N1CCN(Cc2ccc(Cl)cc2)CC1)c1ccc([N+](=O)[O-])cc1	2	2.6	-20	209	-3	1.2	2	0.5	8	4.0	-21
C=CCc1cccc(CNc2c(C)cc(C)cc2C)c1O	12	-0.2	17	387*	1	2.2	-4	-1.9	-14	-1.0	5
CCOc1cc2[nH]c(=O)n(CCC(=O)N3CCN(c4ccccc4OC)CC3)c(=O)c2cc1OCC	0	1.3	-12	3	-3	3.5	7	-0.6	-14	-0.7	3
CCN(CC(=O)NCc1ccc(F)cc1)c1ccc(S(C)(=O)=O)cc1[N+](=O)[O-]	9	1.1	4	402	-4	1.2	5	-2.0	49	-2.0	10
O=C(CSc1cccs1)Nc1ccc2ccccc2c1	-7	3.9	-5	37	4	3.2	0	0.2	-19	6.1	-30
O=C(CCCOc1ccccc1)N1CCN(c2ccccc2)CC1	1	0.7	6	13	-8	2.9	6	0.4	.	-1.8	9
CC(=O)NCC(=O)OCC(=O)c1ccccc1	6	0.2	-11	-3	-5	1.6	14	2.1	1	-0.6	4
Cc1nc(NNC(=O)c2ccccc2)cc(-c2ccccc2)n1	4	-2.6	-1	-6	3	2.8	1	-2.9	8	-2.4	13

SUMO Mot1 rescue: entries above that show a hit.
SMILES	PKA-R1A act	SUMO Mot1 rescue	Tat transport	phage Ecoli inh	PKA-R2B activ	MOR-DOR ag	MOR-DOR inv ag
C=CCc1cccc(CNc2c(C)cc(C)cc2C)c1O	12	387*	1	2.2	-4	-1.0	5

More entries follow.
canonical_smiles	PKA-R1A act	AddAB inh	HTR5A inv ag	SUMO Mot1 rescue	Tat transport	phage Ecoli inh	PKA-R2B activ	Ecoli viability	PfHsp90 set2	MOR-DOR ag	MOR-DOR inv ag
Cc1c(NC(=O)CSc2nnc(C(C)N(C)C)n2-c2ccccc2)c(=O)n(-c2ccccc2)n1C (stereo not drawn)	2	.	-5	.	6	2.1	10	.	14	-3.1	12
Cc1cc(C)c(C)c(OCC(=O)N2CCN(c3ccccn3)CC2)c1	-16	5.0	-2	21	-9	-1.4	-15	1.3	-18	-2.3	9
Cc1ccc(C)c(S(=O)(=O)NCc2ccc(C(=O)N3CCN(C)CC3)cc2)c1	1	-0.5	1	4	-3	2.6	-8	-2.7	.	1.7	-9
CCCN1C2CCCC1CC(NC(=O)c1cccc(Cl)c1)C2 (stereo not drawn)	-3	-1.8	-12	186	-2	3.9	9	-1.9	2	-2.2	10
CCOC(=O)N1CCC(NC(=O)CN(c2ccc(C(C)C)cc2)S(=O)(=O)c2c(C)nn(C)c2C)CC1	-2	0.2	5	6	-5	1.8	1	0.4	-21	0.6	-3

Fetched one by one from the list above, 5 records:
canonical_smiles	PKA-R1A act	AddAB inh	HTR5A inv ag	SUMO Mot1 rescue	Tat transport	phage Ecoli inh	PKA-R2B activ	Ecoli viability	PfHsp90 set2	MOR-DOR ag	MOR-DOR inv ag
CCOC(=O)N1CCC(NC(=O)CN(c2ccc(C(C)C)cc2)S(=O)(=O)c2c(C)nn(C)c2C)CC1	-2	0.2	5	6	-5	1.8	1	0.4	-21	0.6	-3
CCCN1C2CCCC1CC(NC(=O)c1cccc(Cl)c1)C2 (stereo not drawn)	-3	-1.8	-12	186	-2	3.9	9	-1.9	2	-2.2	10
Cc1cc(C)c(C)c(OCC(=O)N2CCN(c3ccccn3)CC2)c1	-16	5.0	-2	21	-9	-1.4	-15	1.3	-18	-2.3	9
Cc1c(NC(=O)CSc2nnc(C(C)N(C)C)n2-c2ccccc2)c(=O)n(-c2ccccc2)n1C (stereo not drawn)	2	.	-5	.	6	2.1	10	.	14	-3.1	12
Cc1ccc(C)c(S(=O)(=O)NCc2ccc(C(=O)N3CCN(C)CC3)cc2)c1	1	-0.5	1	4	-3	2.6	-8	-2.7	.	1.7	-9

An unsorted share of the library; overall some 2.2% were active at least once.
